Assay outcomes: PubChem, several laboratories
LMPTP inh = blocks human LMPTP phosphatase; 0.22% of 360,000 active; recombinant LMPTP-A, OMFP fluorogenic substrate, fluorescence intensity; inhibition, % at 20 µM;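 active = compounds that cut the enzyme signal by at least half of the control window in the single-dose screen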;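 also: plate controls were DMSO wells with enzyme plus substrate for no effect and substrate without enzyme for full effect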
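test system = LMPTP-A | amount = 0.625 nM LMPTP-A final | reagent = fluorogenic phosphatase substrate OMFP at 400 µM final | incubation = 50 min at room temperature | benchmarks = no-enzyme low control, uninhibited high control | medium = Bis-Tris pH 6.0, DTT, detergent | signal = fluorescence intensity of OMFP turnover product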
Rin1-Abl PPI inh = inhibitors of human Rin1-Abl protein interaction | inhibition, % at 7.35 µM | TR-FRET Rin1/Abl binding, biochemical | P00519+Q13671 | AID 588664 | 0.4% of 360,000 active; in the data active = inhibition above about 5%, passing the limit was not always enough
Rpn11 inh = inhibitors of human proteasome Rpn11; O00487; human 26S proteasome, Ub4-pepOG fluorescence polarization; 20S core pre-blocked with epoxomicin; calls only at 20 µM; 0.59% of 360,000 active; AID 588493;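 active = inhibition at 20 µM, scaled to each plate's controls, above about 33%, limit read from the data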
Target sequence (O00487 whole entry, looked up): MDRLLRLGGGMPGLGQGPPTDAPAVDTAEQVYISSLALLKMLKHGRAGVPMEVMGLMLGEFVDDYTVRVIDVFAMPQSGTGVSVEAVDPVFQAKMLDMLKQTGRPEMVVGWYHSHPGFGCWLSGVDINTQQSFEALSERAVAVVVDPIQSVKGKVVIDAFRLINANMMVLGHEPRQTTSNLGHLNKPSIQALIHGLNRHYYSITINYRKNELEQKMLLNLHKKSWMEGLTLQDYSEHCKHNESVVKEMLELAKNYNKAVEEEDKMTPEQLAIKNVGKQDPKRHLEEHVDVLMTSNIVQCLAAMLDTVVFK
Neddylation inh = inhibitors of human cullin neddylation. P61081+Q13564. TR-FRET cullin neddylation, biochemical. calls only at 25 µM. 0.58% of 360,000 active. AID 651699; in the data active = inhibition above about 36%
Target sequence (P61081 whole entry, looked up): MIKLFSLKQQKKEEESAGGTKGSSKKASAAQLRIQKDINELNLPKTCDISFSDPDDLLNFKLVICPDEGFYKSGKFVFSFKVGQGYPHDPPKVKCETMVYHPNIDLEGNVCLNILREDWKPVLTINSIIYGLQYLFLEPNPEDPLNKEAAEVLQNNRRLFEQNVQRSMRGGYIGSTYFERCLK
Target sequence (Q13564 whole entry, looked up): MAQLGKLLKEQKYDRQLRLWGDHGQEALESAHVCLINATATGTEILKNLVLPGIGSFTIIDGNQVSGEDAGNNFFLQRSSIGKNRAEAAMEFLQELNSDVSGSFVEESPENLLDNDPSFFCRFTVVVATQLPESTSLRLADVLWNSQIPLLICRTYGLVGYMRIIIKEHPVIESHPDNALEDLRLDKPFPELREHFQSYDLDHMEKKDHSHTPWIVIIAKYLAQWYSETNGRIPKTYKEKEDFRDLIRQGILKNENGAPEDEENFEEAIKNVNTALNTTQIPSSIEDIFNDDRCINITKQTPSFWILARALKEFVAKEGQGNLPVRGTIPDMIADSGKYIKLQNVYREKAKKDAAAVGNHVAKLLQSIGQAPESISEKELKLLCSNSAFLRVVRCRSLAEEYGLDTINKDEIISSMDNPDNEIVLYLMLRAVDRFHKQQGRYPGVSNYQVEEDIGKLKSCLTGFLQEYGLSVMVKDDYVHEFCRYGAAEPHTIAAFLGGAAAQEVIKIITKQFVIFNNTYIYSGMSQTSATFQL
Scp1 inh = Scp-1 (human) phosphatase inhibition; Recombinant Scp1, phosphopeptide, malachite green phosphate absorbance; inhibition, % at 20 µM; 0.88% of 340,000 active; AID 493091;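 active = inhibition above about 50% at 20 µM, limit read from the data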;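 also: plate controls were DMSO wells with enzyme for no effect and wells lacking enzyme for full effect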
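Assay system: SCP-1 catalytic fragment, aa 76-261 | Buffer or medium: Tris acetate buffer pH 5.5 with MgCl2 and Tween-20 | Compound: One concentration, 20 µM, with 1.0% DMSO | Also added: Phospho 17-mer peptide substrate | Signal: Absorbance at 630 nm | Incubation: 45 min enzyme reaction at room temperature | Measure: % inhibition of SCP-1 phosphate liberation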
STEP inh = STEP (human) phosphatase inhibition; AID 588621; 0.25% of 360,000 active; inhibition, % at 20 µM; P54829; recombinant STEP, OMFP fluorogenic substrate, fluorescence;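 active = inhibition at 20 µM, scaled per plate between control wells, above about 37%, limit read from the data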;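 also: 0% = DMSO with enzyme and substrate and 100% = substrate only without enzyme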
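System: STEP phosphatase, cell-free reaction; Buffer or medium: Bis-Tris pH 6.0 buffer with DTT, detergent; Incubation: 20 min at room temperature, dark; Measured by: fluorescence, 480/540 nm.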
NadD inh = NadD (S. aureus) enzyme inhibition | 0.78% of 360,000 active | AID 602399 | inhibition, % at 20 µM | purified NadD enzyme, colorimetric absorbance read-out; in the data active = inhibition above about 26%; also: some compounds past the cut are filed as inactive
DNMT1 block = DNMT1 (human) enzyme inhibition; P26358; 0.83% of 360,000 active; DNMT1 molecular beacon, Hinp1I cleavage, fluorescence; inhibition (reported as % activation of signal), % at 10 µM; in the data active = inhibition above about 50%
SUMO1-SIM PPI = modulators of human SUMO1-mediated protein-protein interactions | P63165 | SUMO1 binding to a labelled peptide, TR-FRET, 1 h | inhibition, % at 20 µM | 0.33% of 360,000 active | AID 602429; in the data active = inhibition above about 37%
CSN deneddyl inh = blocks human CSN-mediated cullin deneddylation; AID 651999; 0.38% of 360,000 active; Purified CSN, SCF-Nedd8-OG deneddylation, fluorescence polarization; Q92905; inhibition, % at 12.5 µM;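 active = pattern-corrected inhibition above about 35%, with an unprinted fluorescence ratio check between 0.5 and 1.5, limit read from the data, passing the limit was not always enough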;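 also: 0% = enzyme with substrate and 100% = substrate without enzyme; some results filed as inactive read as strong as hits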
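Detection – fluorescence polarization · System – HEK293T-derived human Csn5 enzyme · Controls – substrate-only high control, full reaction low control · Timing – 90 min, room temperature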
* marks the source's active call; other numbers are inactive results; i = inactive; · = not tested or not shown; + = active, no number; & = joins results of further samples.

SMILES	LMPTP inh	Rin1-Abl PPI inh	Rpn11 inh	Neddylation inh	Scp1 inh	STEP inh	NadD inh	DNMT1 block	SUMO1-SIM PPI	CSN deneddyl inh
CCOc1ccc(S(=O)(=O)N2CCCC(C(=O)N3CCN(c4ccccc4)CC3)C2)cc1 (stereo not drawn)	0.6	0	i	i	-2	3	-2	-6	3	1
O/N=C1\CC/C(=N\O)c2nn(-c3ccccc3Cl)nc21	-0.6	6	i	i	0	-4	3	-4	-6	2
COC(=O)c1ccc(Oc2ccc(C(F)(F)F)cn2)cc1	-0.1	4	i	i	-4	0	-5	0	4	1
c1ccc(-c2cc3c(nn2)CCc2nonc2-3)cc1	0.1	-4	i	i	-5	1	-3	3	-21	6
Cc1ccc(-c2cc(C(=O)N3CCc4ccccc4C3)[nH]n2)cc1C	-2.2	2	i	i	0	-1	17	8	7	5
O=[N+]([O-])c1ccc(C(O)C(CO)NC(=S)Nc2ccccc2)cc1 (stereo not drawn)	-1.9	-4	i	i	-17	0	-1	-1	-27	1
CCC(=O)Nc1cccc(-c2ccc(N3CCN(C)CC3)nn2)c1	-1.2	-4	i	i	-11	-3	6	0	4	0
COc1ccccc1OCC(=O)NCCS(=O)(=O)N1CCN(c2ccc(F)cc2)CC1	0.6	-2	i	i	-9	5	-5	-1	2	3
COc1ccccc1C(=O)Nc1ccc(C(=O)Nc2ccccc2C(=O)O)cc1	-1.6	0	i	i	-5	-3	4	0	22	-3
CCc1ccc(Nc2ncc3c(n2)CC(c2ccco2)CC3=O)cc1 (stereo not drawn)	47	3	i	i	0	-1	-3	0	-1	0
CC1CCc2c(sc(N)c2C(=O)OC(C)C)C1 (stereo not drawn)	2.1	1	i	i	-5	1	0	-8	0	2
C=C1C(=O)C23CCC4C(C)(C(=O)OC)CCCC4(C)C2CCC1(O)C3 (stereo not drawn)	-1.6	1	i	i	5	-1	-4	1	1	3
O=C(Nc1ccc(Br)cn1)c1ccc(COc2c(F)c(F)cc(F)c2F)o1	0.2	2	i	i	-7	-1	-4	3	4	1
O=C(/C=C/c1ccc(Br)cc1)Nc1ccc(S(=O)(=O)Nc2ncccn2)cc1	0.7	1	i	i	2	-1	3	2	-3	5
COc1ccc(N2CCN(C(=O)c3sc4nc(-c5ccc(F)cc5)cn4c3C)CC2)cc1	0.1	0	i	i	-1	2	6	12	0	0
CCOC(=O)C(O)(CC(=O)c1ccc(Cl)cc1)C(=O)OCC	-2.3	-3	i	i	-5	-2	-6	0	0	5
CC1CCN(c2nc3c(c(=O)n(C)c(=O)n3C)n2CCSc2nc3ccccc3s2)CC1	0.2	-2	i	i	-5	0	2	-2	0	3
Cc1ccc(NC(=O)CN2C(=O)N/C(=C/c3ccco3)C2=O)cc1	45	0	i	i	76*	5	18	85*	-4	68
Cc1cc(C)c(NC(=O)CO/N=C2\CCCc3nonc32)c(C)c1	-0.7	1	i	i	-1	0	0	11	0	2
Cc1cc(C(=O)NC(=S)Nc2cccc(C(=O)O)c2C)ccc1[N+](=O)[O-]	-0.2	1	i	i	-8	-3	-8	-3	-14	-7
Cc1cccc(C(=O)OCC(=O)N2CC(C)OC(C)C2)c1C (stereo not drawn)	-1.2	-2	i	i	1	0	-1	1	-6	2
Cn1cnnc1Sc1ccc(S(C)(=O)=O)cc1[N+](=O)[O-]	-0.7	5	i	i	1	-3	-2	6	-22	-2
Cc1ccc(CCNC(=O)CCn2ccc3cc(S(=O)(=O)N4CCCC4)ccc32)cc1	0.2	1	i	i	-1	-1	-4	-1	-1	4
Cn1c(/C(C#N)=C/C2CC=CCC2)nc2ccccc21 (stereo not drawn)	-0.5	2	i	i	-2	0	-1	-2	-1	-6
COc1ccccc1C(=O)NC(CCSC)C(=O)N1CCN(C/C=C/c2ccccc2)CC1 (stereo not drawn)	0.8	0	i	i	-2	-1	-3	-1	-2	0
CCCCCCCCCCCCCCCC[n+]1ccccc1	-0.2&-3.4&0.0	-1&2&-3	+	i	9&16	3&8&15	17&10&13	-1&-19&-3	-9&-22&7	4&8&16
COc1ccc2c(c1OC)C(CC(C)=O)N1CCc3cc4c(cc3C1C2=O)OCO4 (stereo not drawn)	-0.7	3	i	i	·	-2	-2	2	6	-5
Cc1cc(C(=O)Nc2ccc3ccccc3c2)oc1C	0.4	-1	i	i	-6	2	-4	-3	-8	-1
O=C(NCc1ccco1)c1ccc2nccnc2c1	-1.7	-4	i	i	4	-2	2	2	-16	4
CN(Cc1ccccc1)C(=O)CCC1CCN(S(C)(=O)=O)CC1	-1.1	3	i	i	-3	0	2	3	-3	0
Cc1sc2nc(CN3CCCCC3)nc(Cl)c2c1C	0.2	-1	i	i	-4	0	-1	29	2	-6
COc1cc(C(=O)NNC(=O)NC2CCCCC2)cc(OC)c1OC	0.0	-3	i	i	2	-4	4	1	0	4
CCOc1ccc(N2CC(O)Cn3c2nc2c3c(=O)n(CCCc3ccccc3)c(=O)n2C)cc1 (stereo not drawn)	-0.2	-2	i	i	4	-2	-14	-6	1	1
COc1ccc(NC(=O)Oc2ccccc2)cc1Cl	-1.4	-2	i	i	-12	-2	-4	2	5	3
O=C(Nc1cccc(Cl)c1)c1cc([N+](=O)[O-])ccc1N1CCN(CCO)CC1	-0.8	1	i	i	2	2	-3	-33	-15	-16
CCc1ccc(C(=O)Nc2cc(C)on2)o1	-0.6	2	i	i	-1	-1	-3	2	-1	2
C/C(=N\NC(=O)c1cccnc1)c1cccc([N+](=O)[O-])c1	-1.6	0	i	i	-1	-2	-6	1	-16	-1
COc1cc(Cl)c(S(=O)(=O)NCCCn2ccnc2)cc1Cl	-0.9	-1	i	i	0	0	-4	3	-2	0
Cc1cc(-c2nnc(-c3cccc(C(F)(F)F)c3)o2)no1	-7.5	-5	i	i	-11	-2	-2	1	-3	-7
O=C(c1cc(S(=O)(=O)N2CCCCC2)ccc1Cl)N1CCOCC1	-1.0	5	i	i	0	-1	-3	0	-2	-2

14 structures already listed, sorted by SMILES length, highest first.
SMILES	LMPTP inh	Rin1-Abl PPI inh	Rpn11 inh	Neddylation inh	Scp1 inh	STEP inh	NadD inh	DNMT1 block	SUMO1-SIM PPI	CSN deneddyl inh
CCOc1ccc(N2CC(O)Cn3c2nc2c3c(=O)n(CCCc3ccccc3)c(=O)n2C)cc1 (stereo not drawn)	-0.2	-2	i	i	4	-2	-14	-6	1	1
O=C(Nc1cccc(Cl)c1)c1cc([N+](=O)[O-])ccc1N1CCN(CCO)CC1	-0.8	1	i	i	2	2	-3	-33	-15	-16
COc1ccccc1C(=O)NC(CCSC)C(=O)N1CCN(C/C=C/c2ccccc2)CC1 (stereo not drawn)	0.8	0	i	i	-2	-1	-3	-1	-2	0
COc1ccc2c(c1OC)C(CC(C)=O)N1CCc3cc4c(cc3C1C2=O)OCO4 (stereo not drawn)	-0.7	3	i	i	·	-2	-2	2	6	-5
C/C(=N\NC(=O)c1cccnc1)c1cccc([N+](=O)[O-])c1	-1.6	0	i	i	-1	-2	-6	1	-16	-1
O=C(c1cc(S(=O)(=O)N2CCCCC2)ccc1Cl)N1CCOCC1	-1.0	5	i	i	0	-1	-3	0	-2	-2
CN(Cc1ccccc1)C(=O)CCC1CCN(S(C)(=O)=O)CC1	-1.1	3	i	i	-3	0	2	3	-3	0
COc1cc(C(=O)NNC(=O)NC2CCCCC2)cc(OC)c1OC	0.0	-3	i	i	2	-4	4	1	0	4
Cc1cccc(C(=O)OCC(=O)N2CC(C)OC(C)C2)c1C (stereo not drawn)	-1.2	-2	i	i	1	0	-1	1	-6	2
Cn1c(/C(C#N)=C/C2CC=CCC2)nc2ccccc21 (stereo not drawn)	-0.5	2	i	i	-2	0	-1	-2	-1	-6
Cc1cc(C(=O)Nc2ccc3ccccc3c2)oc1C	0.4	-1	i	i	-6	2	-4	-3	-8	-1
Cc1sc2nc(CN3CCCCC3)nc(Cl)c2c1C	0.2	-1	i	i	-4	0	-1	29	2	-6
COc1ccc(NC(=O)Oc2ccccc2)cc1Cl	-1.4	-2	i	i	-12	-2	-4	2	5	3
CCc1ccc(C(=O)Nc2cc(C)on2)o1	-0.6	2	i	i	-1	-1	-3	2	-1	2

Later entries:
SMILES	LMPTP inh	Rin1-Abl PPI inh	Rpn11 inh	Neddylation inh	Scp1 inh	STEP inh	NadD inh	DNMT1 block	SUMO1-SIM PPI	CSN deneddyl inh
Cc1nc2ccccc2c2oc(C(=O)N3CCCC(C)C3)cc12 (stereo not drawn)	1.5	-3	i	i	-9	-2	3	3	-1	3
O=C(CCCOc1ccc(Cl)cc1)NCCc1ccccc1	-0.2	-1	i	i	-18	1	-6	1	0	-2
O=C(Cc1ccccc1)Nc1ccc(NC(=O)c2cccs2)c(Cl)c1	-1.0	-3	i	i	-11	-2	-9	-4	-3	-1
N#Cc1ccc(-c2ccc(OCC(=O)NN=Cc3ccncc3)cc2)cc1	9.7	-2	i	i	-8	-2	2	-4	7	5
Cc1nnc(NC(=O)CSc2nccn2-c2ccc(F)cc2)s1	-0.3	2	i	i	-6	-2	-6	-1	0	-1
CCOC(=O)c1sc2cccc(Cl)c2c1N	2.7	-7	i	·	-10	4	-4	-2	-18	1
Brc1ccc(/C=N/Nc2ccccc2)cc1	2.5	-2	i	i	-1	-4	-4	-6	-8	-1
COc1ccc(Nc2nc(N)c([N+](=O)[O-])c(NCCO)n2)cc1	0.6	-1	i	i	-4	-1	-1	-2	-19	2
Cc1ccc(S(=O)(=O)Nc2ccccc2F)cc1C(=O)NNC(=O)c1csc(N2CCOCC2)n1	0.5	4	i	i	1	0	-3	0	3	7
Cc1nnc(SCC(=O)N2c3ccccc3C(C)(c3ccc(Cl)cc3)CC2(C)C)s1 (stereo not drawn)	5.2	-1	i	i	-11	3	3	-5	0	-4
COc1ccc(NC(=O)CSCc2cc(=O)n3cc(C)sc3n2)cc1	-2.5	-5	i	i	10	-3	-4	0	-1	4
Cc1nc2c(C(=O)O)cnn2c(C)c1Cc1ccccc1F	-1.4	3	i	·	-9	2	11	-1	0	-4
CCC(NC(=O)CC[C@H]1O[C@@H](n2cc(C)c(=O)[nH]c2=O)C[C@@H]1O)c1ccccc1 (stereo partly drawn)	-2.8	-1	i	i	1	-3	-3	6	0	4
CCOC(=O)N1CCN(C(=O)C2CC(=O)N(Cc3ccc(OC)cc3)C2)CC1 (stereo not drawn)	-2.2	6	i	i	-2	0	5	0	0	0
COc1cccc(Nc2nc(C(N)CC(C)C)cs2)n1 (stereo not drawn)	-1.9	-10	i	i	·	0	-6	2	-2	-1
O=S(=O)(Nc1ccc2c(c1)OCCO2)c1cccc2cccnc12	-1.0	-1	i	i	-1	19	-3	0	-4	2
Cc1cc(-c2ccccc2)c(C#N)c(SCC(N)=O)n1	-0.6	-2	i	i	-2	-2	-3	0	2	-1
